Screening data as filed in PubChem BioAssay.
PRMT1 inh: inhibitors of human PRMT1 | Q99873 | recombinant PRMT1, activity-based probe fluorescence polarization | inhibition, % at 2.79 µM | 370,000 tested, 1.3% active | AID 652257;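 active = inhibition above about 21% made by adding two undisclosed values, limit read from the data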
Target sequence (Q99873 whole entry, looked up): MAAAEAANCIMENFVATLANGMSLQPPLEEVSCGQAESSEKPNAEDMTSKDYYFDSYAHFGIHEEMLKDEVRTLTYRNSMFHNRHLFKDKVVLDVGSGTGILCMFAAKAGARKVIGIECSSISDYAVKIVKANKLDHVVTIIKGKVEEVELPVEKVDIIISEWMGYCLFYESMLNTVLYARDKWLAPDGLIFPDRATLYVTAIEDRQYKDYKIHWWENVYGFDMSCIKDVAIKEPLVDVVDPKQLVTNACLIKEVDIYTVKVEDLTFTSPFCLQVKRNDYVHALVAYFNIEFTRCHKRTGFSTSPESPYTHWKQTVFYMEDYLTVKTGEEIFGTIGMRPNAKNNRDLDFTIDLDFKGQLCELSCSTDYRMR
TCR-CD3 inh: blocks the human TCR-CD3 interaction; TAMRA-labeled TCR probe fluorescence, biochemical; inhibition, % at 9.4 µM; 360,000 tested, 0.37% active; AID 651800; in the data active = inhibition above about 19%;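 also: recombinant mutant TCR 2C K166C tagged with TAMRA read by polarization; 0% = receptor in buffer alone and 100% = receptor with positive control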
TDP2 absorb: TDP2 (human) inhibition, absorbance primary screen; inhibition, % at 12.8 µM; recombinant TDP2, T5PNP hydrolysis, p-nitrophenol absorbance 415 nm; 370,000 tested, 0.34% active;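 active = inhibition above the mean of all tested compounds plus 3 SD, set per campaign, cut at about 25% in these data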;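 also: 0% = DMSO with enzyme and 100% = buffer with substrate but no TDP2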
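Test system: Human TDP2 enzyme | Reagent: 5 mM T5PNP | Compound dosing: 12.8 µM single point, 1% DMSO | Incubation: Enzyme reaction with compound for 2 h at 37 °C | Technique: p-Nitrophenol epi absorbance | Read-out: % inhibition relative to enzyme-containing and enzyme-free wells | Benchmarks: High control without enzyme, low control DMSO plus TDP2 | Replicates: Singlicate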
LEDGF integ inh: blocks HIV-1 LEDGF/p75-dependent DNA integration; TR-FRET IN-LEDGF/p75 DNA integration, Eu/Cy5; inhibition, % at 3.7 µM; 370,000 tested, 0.64% active; AID 743269;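 active = inhibition above the screen-wide mean plus 3 SD, cut at about 13% in these data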;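 also: signal is the Cy5 over europium emission ratio at 671 and 618 nm; 0% = plate median of compound wells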
GC-B act: GC-B (human) receptor activation. P20594. HEK293-GC-B cells, CNP EC30, cGMP TR-FRET; 0% at EC30 CNP, 100% saturating CNP. activation, % at 10 µM. 370,000 tested, 0.11% active;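 active = activation at 10 µM reaching about 35% in either raw or pattern-adjusted values, limit read from the data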
SIAE primary: human SIAE inhibition, primary screen; SIAE FP-Rh probe binding, fluorescence polarization; 370,000 tested, 0.69% active; Q9HAT2; inhibition, % at 9.66 µM;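 active = inhibition above a cutoff: mean of compounds within the control limits plus 3 SD of those, cut at about 17% in these data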;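 also: 0% = plate median of compound wells and 100% = probe without SIAE protein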
rCAG binder: r(CAG) repeat RNA binding. TO-PRO-1 dye displacement fluorescence. inhibition, % at 3 µM. 370,000 tested, 1.3% active. AID 651821;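 active = inhibition above the plate cutoff, the mean of all test compounds on that plate plus 3 SD, cut at about 35% in these data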;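 also: 0% = DMSO alone and 100% = 100 µM mitoxantrone as full dye displacement; higher means more dye released from RNA so lower well fluorescence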
HTRA1 inhibitor: inhibitors of human serine peptidase HTRA1; 340,000 tested, 0.5% active; inhibition, % at 5.96 µM; recombinant HTRA1, FP-rhodamine activity-based probe, fluorescence polarization; AID 504803; in the data active = inhibition above about 36%;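 also: 0% = enzyme with DMSO and 100% = wells lacking enzyme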
Target sequence (Q92743 whole entry, looked up): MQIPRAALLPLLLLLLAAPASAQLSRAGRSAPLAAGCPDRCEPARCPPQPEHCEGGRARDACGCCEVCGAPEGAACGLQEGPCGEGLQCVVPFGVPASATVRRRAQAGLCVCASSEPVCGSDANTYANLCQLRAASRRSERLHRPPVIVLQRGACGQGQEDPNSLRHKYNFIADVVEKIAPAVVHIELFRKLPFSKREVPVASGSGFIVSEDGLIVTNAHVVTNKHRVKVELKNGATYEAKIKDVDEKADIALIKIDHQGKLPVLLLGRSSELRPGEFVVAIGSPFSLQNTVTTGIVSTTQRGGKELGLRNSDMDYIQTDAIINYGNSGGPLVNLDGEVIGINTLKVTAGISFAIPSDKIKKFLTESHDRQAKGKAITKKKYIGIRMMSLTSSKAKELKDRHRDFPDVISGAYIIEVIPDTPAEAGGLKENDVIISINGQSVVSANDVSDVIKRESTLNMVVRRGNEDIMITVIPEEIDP
mABHD4 FP: inhibits mouse alpha/beta hydrolase domain 4; inhibition, % at 8.92 µM; purified mABHD4, FP-Rh probe fluorescence polarization; Q8VD66; 370,000 tested, 0.54% active; AID 720543;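 active = inhibition exceeding the mean over every tested compound plus 3 SD, cut at about 30% in these data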;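 also: 0% = plate median of compound wells and 100% = S159A mutant with DMSO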
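Doses – 8.92 µM, single dose · Material – wild-type mouse ABHD4 protein · Replication – single well per compound (singlicate) · Measure – percent inhibition of probe binding, normalized to plate controls · Schedule – 45 min compound pre-incubation plus 60 min probe step, 25 °C · Detection – fluorescence polarization with parallel and perpendicular emission, 525/598 nm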
MBD2 inh: inhibitors of human MBD2 binding to methylated oligonucleotide; Q9UBB5; TR-FRET; inhibition, % at 4.4 µM; 370,000 tested, 0.31% active; in the data active = inhibition above about 13%
Starred values were filed as active, the others as inactive; x = not tested or not shown; & = joins results of further samples.

SMILES	PRMT1 inh	TCR-CD3 inh	TDP2 absorb	LEDGF integ inh	GC-B act	SIAE primary	rCAG binder	HTRA1 inhibitor	mABHD4 FP	MBD2 inh
CC[n+]1c(/C=C/Nc2ccccc2)oc2ccccc21	-1	-4	1	4	-2	1	-3	-1	9	5
CCCCCN1CCCCC(NC(=O)c2ccccc2OC)C1=O (centres undefined)	2	x	-4	5	-1	-3	-4	x	3	-4
Cc1ccc(Nc2cnn(C34CC5CC(CC(CC(=O)O)(C5)C3)C4)c(=O)c2Cl)cc1	-1	5	8	-1	2	1	1	-1	3	3
Cn1c(=O)c2c(nc(N3CCOCC3)n2CCCNC2=NCCC2)n(C)c1=O	-1	4	5	-4	-1	2	-1	4	2	-1
C=CCn1c2ccccc2c2nnc(SCC(=O)NC(C(=O)OC)C(C)C)nc21 (centres undefined)	-2	-5	-12	2	4	-2	-6	-2	1	1
CCC(C)NC(=O)C1CCN(S(=O)(=O)c2ccc3c(c2)CC(C)N3C(C)=O)CC1 (centres undefined)	-4	6	2	0	-7	1	2	1	1	1
Cc1occc1C(=O)Nc1ccc(S(=O)(=O)N2CCN(C)CC2)cc1	-6	5	9	1	-3	2	2	-3	-2	-4
CC1COc2c3ccccc3nn21 (centres undefined)	2	-7	6	-3	-2	0	1	x	10	6
O=C(NCc1ccccc1F)C(=O)NCC1CCCN1S(=O)(=O)c1ccccc1 (centres undefined)	-1	-8	1	-2	3	14	-1	-1	-2	-5
CN(NC(=O)c1ccc(Cl)cc1Cl)C1=NS(=O)(=O)c2ccccc21	8	9	6	0	-4	-2	3	0	2	2
Cc1cccc(CS(=O)(=O)Cc2ccc(C(=O)NC3CCCCCC3)o2)c1	-2	6	2	3	4	6	-5	-5	7	2
COCCN(C(=O)CSc1nn(-c2ccc(F)cc2)c(=S)s1)c1c(N)n(CC(C)C)c(=O)[nH]c1=O	-1	4	-7	2	-3	-4	-4	-5	12	-2
Cc1ccc(/C=C/C(=O)Nc2cccc(S(=O)(=O)N3CCOCC3)c2)o1	36*	-8	3	5	5	0	13	-10	3	-8
CCc1ccc(NC(=O)CCc2nc3ccccc3[nH]2)cc1	-1	11	7	3	-3	5	-1	-8	3	0
O=C(NN=C1C2CC3CC(C2)CC1C3)c1ccccc1O	0	3	6	-1	-1	7	0	22	5	2
COc1ccc(CNC(=O)c2cc3cccc(O)c3oc2=N)cc1	2	6	16	-2	-3	8	4	6	4	-2
COc1cccc(/C=N/Nc2ncccc2[N+](=O)[O-])c1OC	3	7	2	-5	-1	-4	-2	6	5	-7
Cn1c(SCC(=O)N2CC(=O)Nc3ccccc32)nnc1C(F)(F)F	4	-1	3	0	-1	0	-2	2	4	1
Cc1nc(S(=O)(=O)c2ccc(Cl)cc2)c(NCc2ccccc2)o1	-1	8	-9	-2	1	9	-9	-1	-5	-1
FC(F)(F)c1cnc(N2CCC(=NOCc3ccc(Cl)cc3)CC2)c(Cl)c1	1	1	-4	2	7	-3	3	0	0	0
COc1ccc(CN2CCNC(=O)C2CC(=O)NC2CCCC2)c(C)c1C (centres undefined)	0	2	7	0	0	0	-1	1	3	-4
CC(=O)Nc1ccc(SCC(=O)N(CCC#N)c2cc(C)cc(C)c2)cc1	9	-3	-7	2	-6	-7	-8	1	-7	-1
CCCNC(=O)c1ccc(Cl)c(Cl)c1	0	8	4	-1	4	0	2	6	9	-3
COCCn1c(SCC(=O)NCC2CCCO2)nc2c(c1=O)SC(C)C2 (centres undefined)	4	4	-6	-2	-12	2	2	3	-5	0
O=C(CCOc1ccccc1)NNC(=O)c1ccccc1	1	3	9	-3	1	3	2	10	1	-3

Part of the list above in order of number of heavy atoms, highest first:
SMILES	PRMT1 inh	TCR-CD3 inh	TDP2 absorb	LEDGF integ inh	GC-B act	SIAE primary	rCAG binder	HTRA1 inhibitor	mABHD4 FP	MBD2 inh
COc1ccc(CN2CCNC(=O)C2CC(=O)NC2CCCC2)c(C)c1C (centres undefined)	0	2	7	0	0	0	-1	1	3	-4
COCCn1c(SCC(=O)NCC2CCCO2)nc2c(c1=O)SC(C)C2 (centres undefined)	4	4	-6	-2	-12	2	2	3	-5	0
Cc1occc1C(=O)Nc1ccc(S(=O)(=O)N2CCN(C)CC2)cc1	-6	5	9	1	-3	2	2	-3	-2	-4
CC1COc2c3ccccc3nn21 (centres undefined)	2	-7	6	-3	-2	0	1	x	10	6

Further compounds:
SMILES	PRMT1 inh	TCR-CD3 inh	TDP2 absorb	LEDGF integ inh	GC-B act	SIAE primary	rCAG binder	HTRA1 inhibitor	mABHD4 FP	MBD2 inh
Cc1cnccc1CN(C)Cc1cn(C)nc1-c1ccc(Oc2ccccc2)cc1	-1	5	3	2	8	3	-5	-21	-1	1
CCOc1cc(C(=O)OC(C(=O)NC(=O)NC)c2ccccc2)ccc1OCC(=O)N1CCOCC1 (centres undefined)	-3	4	-7	3	14	-3	-2	11	-15	0
CCOc1ccccc1NC(=O)Cn1nc(-c2ccco2)ccc1=O	8	-6	1	-3	5	0	11	-2	8	-2
Cc1ccccc1OCCC(=O)Nc1ccc(F)c(Cl)c1	-2	-2	0	-3	-3	-10	0	-24	-13	-1
C=CCn1c(O)c(C(CC)=NCc2cccnc2)c(=O)[nH]c1=O	-1	-5	16	0	3	6	-1	14	4	2
Cc1c(C(=O)Nc2ccc(-c3nnc4n3CCCCC4)cc2)oc2ccc(Br)cc12	-3	5	-9	2	1	-7	2	-45	-9	0
CCOc1ccc(Br)cc1S(=O)(=O)NC(=O)c1ccccc1	-3	-2	-11	5	2	-7	2	7	3	3
CCN(CC)C(=O)c1cccc(-c2csc(C(O)c3ccc(OC)cc3)n2)c1 (centres undefined)	-3	3	0	-2	5	1	2	x	-5	4
O=S(=O)(c1ccc(F)cc1)N1CCN(S(=O)(=O)c2cc(F)ccc2F)CC1	0	5	2	-4	4	-16	2	5	3	1
CC(=O)Nc1nnc(COc2ccc(Cl)cc2)s1	-3	0	9	0	-10	2	1	-1	0	2
O=S(=O)(NCCCO)c1ccc2c(c1)Cc1cc(S(=O)(=O)NCCCO)ccc1-2	-2	-3	5	0	4	5	2	-2	0	4
CCOC(=O)Cn1c(-c2cccnc2)nc(-c2ccccc2)c1-c1ccccc1	-6	-5	6	1	-4	-7	-2	0	-8	2
Cc1cccc(N2Cc3ccc(Br)cc3C2)c1	2	-6	8	-1	-2	-4	14	-10	4	0
O=C(Nc1ccccc1)C1=C[C@H](C2CCCCC2)C[C@H](OCCCCO)O1	-2	-1	2	1	1	-1	-4	-38	0	-3
Cc1cccc(N2CC(C(=O)O)CC2=O)c1C (centres undefined)	2	0	14	0	-5	-2	1	5	2	-2
CCCN1CCCC[C@H]1C(=O)Nc1c(C)cccc1C	-3	3	5	0	-2	-3	0	4	4	-6
CN(C(=O)CSC1=Nc2ccccc2C2=NC(c3ccccc3)C(=O)N12)C1CCCCC1 (centres undefined)	-1	7	8	2	-9	0	-3	-4	4	-2
CCc1cc(C(=O)N(CCCOC)c2c(N)n(Cc3ccccc3)c(=O)[nH]c2=O)sc1C	-2	-6	3	2	-1	-6	2	-3	0	2
CCOC(=O)Cc1csc(NC(=O)CSc2nnc(-c3ccc(NS(=O)(=O)CC)cc3)o2)n1	-2	-6	11	-1	2	-1	14	2	-5	3
Cc1ccc(CCC(=O)Nc2ccccc2C(=O)O)o1	1	1	19	2	-2	2	5	1	3	-2
O=C(COC(=O)c1ccc(F)cc1)NCc1ccc(F)cc1	-2	2	0	0	1	2	2	1	-1	-3
COc1ccc(N2CCN(C(=O)C34CCC(C)(C(=O)C3)C4(C)C)CC2)cc1 (centres undefined)	-1	-1	0	0	7	3	-1	7	4	2
CCCCN=C(N)NC(=O)c1ccccc1	-2	x	2	0	-7	7	2	x	0	-4
CCN(CC)C(=O)c1ccc(COc2ccccc2Br)o1	1	-4	4	0	-6	4	-1	-6	2	2
CN(Cc1ccccc1)S(=O)(=O)c1ccc(Cl)c(C(=O)NCc2ccncc2)c1	-1	1	4	2	1	4	-1	2	0	-5
(list continues)
SMILES	PRMT1 inh	TCR-CD3 inh	TDP2 absorb	LEDGF integ inh	GC-B act	SIAE primary	rCAG binder	HTRA1 inhibitor	mABHD4 FP	MBD2 inh
CCN1CCN(c2ccc(S(=O)(=O)N3CCCCC3)cc2NC(=O)CCNC(C)=O)CC1	2	1	10	0	0	9	-6	-3	-1	-5
O=C(COc1ccccc1-c1ccccc1)N/N=C/c1cccc2ccccc12	-1	-2	6	-2	-5	-62	6	-24	-10	0
O=C(CCn1nnc2ccccc21)N1CCC(O)(c2cccc(F)c2)CC1	0	4	-2	-3	0	0	-1	-3	11	-5
CCOc1ccc(CCNC(=O)COC(=O)COc2ccc(C(=O)CC)cc2)cc1OCC	8	-6	0	1	0	-7	-6	6	-9	9
O=C(COc1ccc(Cl)cc1Br)OCC(=O)c1ccc[nH]1	1	-8	8	-3	-8	-4	7	-24	-1	0
CCN(CC(=O)Nc1c(F)cccc1F)C(=O)CCCc1cccs1	-2	-3	4	4	0	-1	2	-2	-3	-4
Cc1ccc(NC(=O)c2ccc(OC(=O)CCN3C(=O)c4ccccc4C3=O)cc2)cc1	1	5	-9	1	3	-24	4	0	-3	0
CCOC(=O)c1oc2nc(CC(C)C)c3c(c2c1N)CCCC3	-3	8	4	-1	-4	2	-2	-34	-2	3
CN1CCN(CCc2nc3cc(NC(=O)COc4ccc([N+](=O)[O-])cc4)ccc3n2C)CC1	11	-5	-4	2	-7	5	-1	0	-5	6
COc1ccc(C2=NCN(c3ccc(C)cc3)C(=S)N2)cc1	2	-7	-7	1	4	-3	2	3	-1	0
Cn1c(=O)c2c(nc(NCCNC(=O)c3ccco3)n2Cc2ccc(F)cc2)n(C)c1=O	1	4	-10	1	1	7	4	-1	-2	4
O=C(c1cc(-c2ccc(Cl)cc2)on1)N1CCCCCC1	1	1	2	-1	1	-5	-1	-6	3	3
COc1ccc(C(=O)C2CCCN(Cc3ccc(NC(C)=O)cc3)C2)cc1OC (centres undefined)	1	3	10	-9	-2	1	-3	1	1	-1
COCC(C)NC(=O)CSc1nnc(-c2cccc(S(=O)(=O)N3CCCCC3)c2)o1 (centres undefined)	5	-1	1	-2	-3	1	-1	0	2	-7
Cc1cccc(NC(=O)c2ccc(COc3cccc4ccccc34)o2)n1	-1	-3	-5	0	-5	-14	1	-54	-11	-2
CCC(=O)Nc1sc(C(=O)Nc2ccccc2OC)c(C)c1C(=O)OC	0	1	-2	-2	2	-11	1	4	4	2
COc1ccc(/C=c2\sc3nc(-c4ccccc4)c(-c4ccccc4)n3c2=O)cc1OC	14	1	3	0	-11	5	11	0	2	-4
COc1cc(-c2cc(C(=O)N3CCN(c4ccccn4)CC3)c3ccccc3n2)cc(OC)c1OC	2	0	-11	-4	3	2	-1	-7	-4	2
Cc1cc(NC(=O)COC(=O)C2CC(=O)N(c3ccc(C)c(Cl)c3)C2)no1 (centres undefined)	2	-6	-11	-3	0	-3	2	6	-7	1
COc1ccc(NS(=O)(=O)c2ccc(N3CCOCC3)c(NC(=O)c3ccccc3Cl)c2)cc1	2&-1	-6	-10&7	1&-2	-5&4	-8&1	7&6	-16	-8&0	7&2
O=C(NCCC1=CCCCC1)C1CCN(S(=O)(=O)c2cccc3cccnc23)CC1	1	-3	1	-3	12	4	0	-1	7	1

This is a subset; count on the stated rates, not on these rows.
